SRC3 inh: human NCOA3 inhibition; Q9Y6Q9; HEK293 GAL4-SRC3 luciferase reporter, luminescence; inhibition, % at 3.6 µM; 360,000 tested, 0.17% active;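 active means inhibition above a per-campaign cutoff, the mean of all compounds plus 3 SD, cut at about 60% in these data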;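 further: 0% = DMSO-treated cells and 100% = gossypol-treated cells at 36 µM; higher means less SRC3-driven luciferase light from the GAL4 reporter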
TWEAK-Fn14 inh: TWEAK-Fn14 signaling inhibition | TWEAK-stimulated Fn14 reporter cells, luciferase luminescence, 8 h | inhibition, % at 10 µM | 360,000 tested, 2% active | AID 1159606; in the data active means inhibition above about 50%
SRC2 inh: human SRC2 (NCOA2) inhibition. HEK293 GAL4-SRC2 luciferase reporter, luminescence. inhibition, % at 9 µM. 370,000 tested, 0.17% active. AID 651957;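 active means inhibition above the mean inhibition of all tested compounds plus 3 SD, set per campaign, cut at about 52% in these data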;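 further: 0% = DMSO treated cells and 100% = cells given Gossypol at 36 µM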
CF NFkB block: blocks PAF-induced NF-kB reporter in cystic fibrosis cells; KKLEB NF-kB-GFP reporter, GFP fluorescence overnight; inhibition, % at 5 µM; 360,000 tested, 0.86% active;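 active means at least 50% inhibition at 5 µM, scaled per plate between neutral and stimulator controls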;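 further: PAF is a Pseudomonas aeruginosa culture filtrate used as stimulus; plate controls were PAF-stimulated DMSO wells for no effect and unstimulated DMSO wells for full effect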
TRAIL sens C8: sensitizes caspase-8 expressing cells to TRAIL; inhibition (viability loss, TRAIL sensitization), % at 10 µM; NB7+C8 cells + TRAIL, ATPlite viability luminescence; 360,000 tested, 1% active;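 active means compounds causing at least 50% loss of cell viability in the single-dose screen, relative to plate controls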
LMP1 NFkB inh: reduces LMP1-driven NF-kappaB luciferase signal; LMP1-induced NF-kappaB luciferase reporter cells, luminescence; inhibition, % at 12.5 µM; 350,000 tested, 0.69% active; AID 504558; in the data active means inhibition above about 41%;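 further: 0% = neutral control wells and 100% = reference inhibitor control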
NR5A2 inv ag: NR5A2 inverse agonism in reporter assay; 360,000 tested, 0.13% active; AID 602396; HEK293T StAR-luciferase reporter, LRH-1 transfected, 24 h; O00482; inhibition, % at 3.6 µM;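 active means inhibition above the mean inhibition of all tested compounds plus 3 SD, cut at about 73% in these data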;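 further: 0% = DMSO wells and 100% = reporter-only cells lacking LRH-1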
Target sequence (O00482 whole entry, looked up): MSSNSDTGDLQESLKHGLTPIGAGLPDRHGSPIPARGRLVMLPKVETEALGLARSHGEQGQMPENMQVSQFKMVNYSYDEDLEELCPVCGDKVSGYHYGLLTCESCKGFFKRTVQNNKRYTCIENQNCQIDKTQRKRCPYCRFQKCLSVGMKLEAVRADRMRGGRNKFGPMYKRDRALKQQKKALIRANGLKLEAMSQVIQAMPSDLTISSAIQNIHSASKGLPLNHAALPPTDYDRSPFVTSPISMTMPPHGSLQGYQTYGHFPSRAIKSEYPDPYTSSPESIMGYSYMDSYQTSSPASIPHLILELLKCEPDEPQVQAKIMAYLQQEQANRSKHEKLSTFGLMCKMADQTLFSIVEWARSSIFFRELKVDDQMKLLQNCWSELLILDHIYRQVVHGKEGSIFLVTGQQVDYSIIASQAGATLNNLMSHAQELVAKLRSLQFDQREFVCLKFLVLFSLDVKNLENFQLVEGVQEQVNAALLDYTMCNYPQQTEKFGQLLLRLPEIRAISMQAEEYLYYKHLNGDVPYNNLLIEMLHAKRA
NR2F2 inh: inhibitors of human COUP-TFII (NR2F2); HEK293T NGFI-A luciferase reporter, luminescence; inhibition, % at 8.6 µM; 370,000 tested, 0.7% active;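 active means inhibition above a per-plate cutoff, mean inhibition of test wells between control levels plus 3 SD, cut at about 38% in these data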;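 further: cells cotransfected with COUP-TFII expression vector driving the NGFI-A reporter; 0% = median of COUP-TF2 test wells and 100% = reporter-only cells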
Target sequence (P24468 whole entry, looked up): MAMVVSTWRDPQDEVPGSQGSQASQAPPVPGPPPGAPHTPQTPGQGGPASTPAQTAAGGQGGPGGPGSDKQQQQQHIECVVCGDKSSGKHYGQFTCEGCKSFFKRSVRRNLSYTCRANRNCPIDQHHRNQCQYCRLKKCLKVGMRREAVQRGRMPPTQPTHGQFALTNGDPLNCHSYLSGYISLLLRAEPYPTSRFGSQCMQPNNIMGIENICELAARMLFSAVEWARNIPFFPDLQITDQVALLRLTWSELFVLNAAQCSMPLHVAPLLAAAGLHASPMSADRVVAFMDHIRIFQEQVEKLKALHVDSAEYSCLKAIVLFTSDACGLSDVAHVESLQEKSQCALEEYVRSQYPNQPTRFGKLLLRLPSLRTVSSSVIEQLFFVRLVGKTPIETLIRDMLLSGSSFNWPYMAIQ
NCOA1 inh: inhibitors of human steroid receptor coactivator 1 (SRC1). 360,000 tested, 0.12% active. inhibition, % at 3.6 µM. Q15788. HEK293 GAL4-SRC1 luciferase reporter, luminescence;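 active means inhibition above the campaign mean plus 3 SD, with each screening campaign given its own cutoff, cut at about 60% in these data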;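 further: 0% = DMSO treated cells and 100% = gossypol at 36 µM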
KKLEB tox: CF airway cell cytotoxicity counter-screen; KKLEB CF airway cells viability, ATPlite luminescence, overnight; active compounds read low; cells stimulated with P. aeruginosa culture filtrate; activity change (cytotoxicity), % at 5 µM; 360,000 tested, 0.36% active; AID 602141;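 active means corrected activity change at or below -50% at 5 µM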
TROY NFkB inh: TROY signaling inhibition | Q293 LMP1-TROYcd NF-kB luciferase reporter, 4 h | inhibition, % at 10 µM | 360,000 tested, 0.98% active;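 active means compounds whose plate-normalised and pattern-corrected inhibition of the luciferase reporter signal at the single screening dose is 50% or more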
Starred values were filed as active, the others as inactive; x = not tested or not shown. Random draw from the library, and some 4.2% of all compounds hit somewhere here.

SMILES	SRC3 inh	TWEAK-Fn14 inh	SRC2 inh	CF NFkB block	TRAIL sens C8	LMP1 NFkB inh	NR5A2 inv ag	NR2F2 inh	NCOA1 inh	KKLEB tox	TROY NFkB inh
CN(C)c1cccc(C(=O)Nc2ccc3nc4n(c(=O)c3c2)CCCCC4)c1	-16	-41	-38	-1	18	-6	0	-1	-8	-6	-8
Nc1ccc(CCc2ccc(N)cc2)cc1	-15	-6	-30	6	-14	-10	-3	6	-15	8	-23
Cc1cc(C)c2c(N)c(C(=O)Nc3ncc(C)s3)sc2n1	49	79*	77*	-4	94*	77*	52	74*	46	-69*	5
O=C(N/N=C1/CCCc2ccccc21)C(c1ccccc1)c1ccccc1	4	-5	16	1	-1	-2	-18	11	6	-2	5
O=C(NCCCc1ccccc1)c1cccc(NC(=O)C2CC2)c1	-5	-5	-26	-13	-11	3	22	-10	-8	9	0
O=C(CCS(=O)(=O)c1ccccc1)Nc1ccccc1N1CCOCC1	14	1	1	4	23	-22	-7	-4	7	8	-9
O=C(CSc1ncn[nH]1)N1N=C2/C(=C\c3ccco3)CCCC2C1c1ccco1 (stereo not drawn)	3	5	23	20	-4	-17	-5	-5	-4	-2	0
N#CC(c1ccc(Cl)nn1)c1ccc(Cl)cc1Cl (stereo not drawn)	10	-1	2	-28	10	-2	25	2	6	11	4
CCC(C)c1ccc2oc(-c3ccc(NC(=O)Cn4cnc5c(=O)n(C)c(=O)n(C)c54)cc3)nc2c1 (stereo not drawn)	-57	34	-87	1	80*	20	-32	-15	-60	0	64*
O=[N+]([O-])c1ccc2[nH]c3nc4ccccc4nc3c2c1	-24	-22	-49	-77	13	-7	-4	24	-11	-7	-35
CCCn1c(N)c(C(=O)CN(C)CC(=O)Nc2c(Cl)cccc2Cl)c(=O)[nH]c1=O	-6	-6	-22	2	25	6	9	-16	-1	13	-19
CCCSc1nnc(Nc2ccccc2C)s1	-36	-43	-32	-4	-3	-20	-87	-13	-33	5	-30
CC(C)C1N(C(=O)CN2CCCC2)CCN1S(=O)(=O)c1ccccc1 (stereo not drawn)	-35	5	-21	1	9	2	3	-23	-7	-2	-4
O=c1cc(O)c(-c2ccc(Cl)c(Cl)c2)c(Cl)[nH]1	7	-2	-6	2	1	1	4	1	-4	8	4
COc1ccc(-c2oc(=O)c3cc(OC)c(OC)cc3c2-c2ccc3c(c2)OCO3)cc1	-66	-29	-23	-15	11	3	-22	-21	-10	9	-31
CC1CCCCN1S(=O)(=O)c1ccc2c(c1)oc(=O)n2CC(=O)O (stereo not drawn)	-12	-16	-44	-7	5	-3	12	19	-37	0	-33
C=CCN(CC=C)CC(O)Cn1c2ccccc2c2ccccc21 (stereo not drawn)	19	2	2	-10	9	4	24	-6	-2	10	-9
COC(=O)/C=C/c1c(C)nc(NCc2ccccc2)nc1Cl	-12	-3	7	-12	14	-2	-4	16	-1	-5	1
Cc1ccc(NC(=O)CCn2nc([N+](=O)[O-])cc2C)nc1	-2	6	9	0	-13	-1	-12	13	7	-1	-3
CCC(=O)N1CCc2cc(S(=O)(=O)CCC(=O)N3CCN(c4ccccc4F)CC3)ccc21	-8	-10	5	14	-3	-2	11	7	9	-5	13
CCC1CN(C(=O)N2CCC(C(=O)NCc3ccccc3OC)CC2)c2ccccc2O1 (stereo not drawn)	3	17	-42	11	3	7	-1	8	3	5	8
Cc1c(C(=O)N(C)c2cccc(Cl)c2)cnn1-c1ccccc1	-13	-1	-32	3	11	-6	-30	-1	-7	8	-21
O=C(CCNS(=O)(=O)c1cccs1)N1CCc2ccccc2C1	-9	-27	-33	-2	-3	2	-52	-24	-30	-1	-55
CCS(=O)(=O)N1CCN=C1SCc1ccc(F)cc1	9	4	-12	-9	-15	0	17	4	0	6	-6
O=S(=O)(NCCOc1ccc(F)cc1)c1ccc2c(c1)OCCO2	6	3	1	14	-9	2	11	5	-6	1	22
O=C(C1CCN(S(=O)(=O)c2cccs2)CC1)N1CCN(c2ccccc2O)CC1	16	10	-12	20	-5	14	-11	-6	1	4	22
CC(=O)N1c2ccccc2C(C)(c2ccccc2)CC1(C)C (stereo not drawn)	9	2	x	4	1	6	7	x	5	-12	-20
CC(=O)O[C@]1(C(C)=O)CC[C@H]2[C@@H]3C=C(C)C4=CC(=O)CC[C@]4(C)[C@H]3CC[C@@]21C	-23	9	-9	40	-9	17	4	-12	4	1	-4
CCOC(=O)CCCN1CC(O)=C(c2nc3ccccc3s2)C1=N	11	-18	-8	-13	-4	-15	11	7	-37	-8	-20
CC(=O)c1ccc(Cc2ncc(C(F)(F)F)cc2Cl)s1	18	2	-3	1	-2	0	15	15	-1	11	-3

A second format for some results above.
| SMILES | SRC3 inh | TWEAK-Fn14 inh | SRC2 inh | CF NFkB block | TRAIL sens C8 | LMP1 NFkB inh | NR5A2 inv ag | NR2F2 inh | NCOA1 inh | KKLEB tox | TROY NFkB inh |
| --- | --- | --- | --- | --- | --- | --- | --- | --- | --- | --- | --- |
| O=S(=O)(NCCOc1ccc(F)cc1)c1ccc2c(c1)OCCO2 | 6 | 3 | 1 | 14 | -9 | 2 | 11 | 5 | -6 | 1 | 22 |
| O=C(C1CCN(S(=O)(=O)c2cccs2)CC1)N1CCN(c2ccccc2O)CC1 | 16 | 10 | -12 | 20 | -5 | 14 | -11 | -6 | 1 | 4 | 22 |

(cont.)
SMILES	SRC3 inh	TWEAK-Fn14 inh	SRC2 inh	CF NFkB block	TRAIL sens C8	LMP1 NFkB inh	NR5A2 inv ag	NR2F2 inh	NCOA1 inh	KKLEB tox	TROY NFkB inh
O=C(Nc1ccc(F)cc1F)C1CCN(C(=O)c2ccc(Br)cc2)CC1	-1	-4	15	-5	-7	7	-3	14	-2	7	28
CC(C)(C)c1ccc(OCCNC(=O)Cc2ccc(F)cc2)cc1	7	-10	-2	11	-1	6	3	4	-5	-16	16
O=C(Nc1nccs1)c1cccc(N2C(=O)c3cccc4c([N+](=O)[O-])ccc(c34)C2=O)c1	-10	85*	-16	-1	13	-9	3	0	5	-5	x
O=Nc1c(O)[nH]c2ccc(F)cc12	12	5	-9	6	-6	-8	-9	8	4	6	-15
CSc1cnnc2ccccc12	-6	16	-27	-20	13	-5	17	-5	3	2	-1
COCCNC(=O)CN(C(=O)Cn1nnc2ccccc21)c1cccc(C)c1C	3	0	-10	-9	-2	-5	6	6	-6	3	0
O=C(c1ccc(Oc2ccc(C(F)(F)F)cc2[N+](=O)[O-])cc1)N1CCOCC1	19	-6	-8	12	-1	8	1	-2	18	-9	4
Cc1noc(/C=C/c2cccs2)c1S(=O)(=O)N1CCC(C(=O)NCCCN2CCC(C)CC2)CC1	7	-2	-6	2	-10	-7	-3	-8	-16	7	3
COc1ccccc1/C=C/C(=O)OCC(=O)NC1CCCCCC1	16	-21	9	1	-4	0	4	0	-11	-7	-13
C[N+]12CCCCC1[C@@H](CO)CCC2 (stereo partly drawn)	4	0	-1	-12	-5	-7	3	-11	5	-3	-6

Seven compounds picked at random from those above, as already listed:
SMILES	SRC3 inh	TWEAK-Fn14 inh	SRC2 inh	CF NFkB block	TRAIL sens C8	LMP1 NFkB inh	NR5A2 inv ag	NR2F2 inh	NCOA1 inh	KKLEB tox	TROY NFkB inh
CSc1cnnc2ccccc12	-6	16	-27	-20	13	-5	17	-5	3	2	-1
COCCNC(=O)CN(C(=O)Cn1nnc2ccccc21)c1cccc(C)c1C	3	0	-10	-9	-2	-5	6	6	-6	3	0
C[N+]12CCCCC1[C@@H](CO)CCC2 (stereo partly drawn)	4	0	-1	-12	-5	-7	3	-11	5	-3	-6
CC(C)(C)c1ccc(OCCNC(=O)Cc2ccc(F)cc2)cc1	7	-10	-2	11	-1	6	3	4	-5	-16	16
O=C(c1ccc(Oc2ccc(C(F)(F)F)cc2[N+](=O)[O-])cc1)N1CCOCC1	19	-6	-8	12	-1	8	1	-2	18	-9	4
COc1ccccc1/C=C/C(=O)OCC(=O)NC1CCCCCC1	16	-21	9	1	-4	0	4	0	-11	-7	-13
O=C(Nc1ccc(F)cc1F)C1CCN(C(=O)c2ccc(Br)cc2)CC1	-1	-4	15	-5	-7	7	-3	14	-2	7	28

Additional results follow.
SMILES	SRC3 inh	TWEAK-Fn14 inh	SRC2 inh	CF NFkB block	TRAIL sens C8	LMP1 NFkB inh	NR5A2 inv ag	NR2F2 inh	NCOA1 inh	KKLEB tox	TROY NFkB inh
CCCOC(=O)C1[C@H]2C(=O)N(CC3CCCO3)C[C@]23C=C[C@H]1O3 (stereo partly drawn)	1	20	-8	-4	-10	-3	12	3	8	-12	4
O=C(COc1ccccc1)OCc1cc2ccccc2[nH]c1=O	6	-1	1	-8	10	-20	3	-19	11	6	1
CCCc1ccc(-c2cc(C(=O)NCCc3ccc(S(N)(=O)=O)cc3)c3ccccc3n2)cc1	-58	12	-55	-30	58*	-18	-52	-13	-77	-9	-18
CCn1c(-c2ccccc2Cl)nn(CC(=O)Nc2cc(Cl)ccc2Cl)c1=S	-10	22	12	4	3	14	18	21	9	0	34
CC(=O)N1CCc2cc(S(=O)(=O)C(C)CC(=O)Nc3ccc(OC(F)(F)F)cc3)ccc21 (stereo not drawn)	-18	6	-2	7	6	15	-15	5	-48	-19	9
CC(C)(C)NC(=O)CSc1nnc(-c2ccccn2)n1Cc1ccccc1	0	4	15	4	-3	-10	-6	-1	4	3	-1
NC(=S)Nc1nccc(-c2cccs2)n1	-44	-3	-35	-9	3	-10	-8	-35	-52	-10	-17
CC(=O)Nc1ccc(S(=O)(=O)NCC2CCC(C(=O)NCCC(C)C)CC2)cc1 (stereo not drawn)	-3	0	-19	-6	6	3	6	-2	6	1	24
CC(=O)Nc1ccc(S(=O)(=O)Nc2nc3cc4c(cc3nc2Cl)OCCO4)cc1	-2	12	-4	14	4	-5	-2	4	12	-4	-20
Cc1ccc2c(Cl)c(C)c(N3CCOCC3)nc2n1	-7	0	-32	-9	12	-5	12	6	-55	5	3
Nc1nc(F)nc2c1ncn2[C@@H]1O[C@H](CO)[C@@H](O)[C@H]1O	92*	87*	69*	81*	57*	91*	102*	82*	88*	-28	51*
O=c1[nH]c2ccccc2c(O)c1SCCO	-1	4	-19	-12	-3	-11	-7	-19	-1	2	-13
O=S(=O)(CCSc1ccc(C(F)(F)F)cn1)c1ccccc1	18	-2	-9	8	-37	-5	3	4	-4	4	-22

Profiles, looked up by structure. Values in the order: SRC3 inh | TWEAK-Fn14 inh | SRC2 inh | CF NFkB block | TRAIL sens C8 | LMP1 NFkB inh | NR5A2 inv ag | NR2F2 inh | NCOA1 inh | KKLEB tox | TROY NFkB inh
Record of CC(C)(C)NC(=O)CSc1nnc(-c2ccccn2)n1Cc1ccccc1 → 0 | 4 | 15 | 4 | -3 | -10 | -6 | -1 | 4 | 3 | -1
Record of CCn1c(-c2ccccc2Cl)nn(CC(=O)Nc2cc(Cl)ccc2Cl)c1=S → -10 | 22 | 12 | 4 | 3 | 14 | 18 | 21 | 9 | 0 | 34
Record of CC(=O)Nc1ccc(S(=O)(=O)NCC2CCC(C(=O)NCCC(C)C)CC2)cc1 (stereo not drawn) → -3 | 0 | -19 | -6 | 6 | 3 | 6 | -2 | 6 | 1 | 24
